TNAP inh hi DEA: human TNAP enzyme inhibitors, primary screen, biochemical, luminescent, high phosphate acceptor level, uHTS. Alkaline phosphatase, tissue-nonspecific isozyme (Homo sapiens), P05186. purified TNAP, CDP-star luminescence, 1 M DEA. inhibition, % at 20 µM. actives 0.03% (n = 200,000);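 active = over 50% inhibition of tissue-nonspecific alkaline phosphatase at 20 µM in the single-dose screen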;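 also: plate controls were DMSO wells for no effect and EDTA-quenched wells as full inhibition for full effect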
Target sequence (P05186 whole entry, looked up): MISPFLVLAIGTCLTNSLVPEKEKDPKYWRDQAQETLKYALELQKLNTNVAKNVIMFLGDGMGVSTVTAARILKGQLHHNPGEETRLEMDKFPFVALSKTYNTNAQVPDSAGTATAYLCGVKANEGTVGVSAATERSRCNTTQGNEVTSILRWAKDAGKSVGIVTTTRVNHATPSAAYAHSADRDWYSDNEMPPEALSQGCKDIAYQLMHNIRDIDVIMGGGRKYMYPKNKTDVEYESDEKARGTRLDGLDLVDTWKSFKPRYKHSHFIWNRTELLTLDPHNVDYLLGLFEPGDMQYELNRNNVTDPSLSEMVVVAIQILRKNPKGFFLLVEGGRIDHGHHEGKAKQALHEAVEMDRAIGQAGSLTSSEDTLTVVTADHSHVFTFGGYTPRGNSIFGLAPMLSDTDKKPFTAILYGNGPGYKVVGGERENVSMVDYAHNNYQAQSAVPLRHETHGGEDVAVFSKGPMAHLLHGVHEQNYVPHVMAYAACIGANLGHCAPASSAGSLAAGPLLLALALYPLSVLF
FLuc stim CS: FLuc activators, initial screening, artefact control for FLuc-dependent activation tests, biochemical, ATPlite luminescence. 200,000 tested, under 10 active. AID 1027, 2008. ATPlite luciferase biochemical, 10 min; 0 = ATP-free wells, 1 = DMSO control. Luciferin 4-monooxygenase (Photinus pyralis), P08659. activation factor at 10 µM;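 active = luciferase activation factor, scaled between plate controls, of at least 2 with compound at 10 µM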
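Material: Luciferase/luciferin reagent mix; Doses: test compounds dosed from 2 mM stocks in 100% DMSO; Schedule: 10 min incubation after luciferase reagent addition, room temperature; Measured by: luminescence from luciferase reaction; Read-out: luminescence gain marking luciferase activators.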
FLuc inh counter: firefly luciferase enzyme inhibitors, primary screen, artefact control for luciferase-based inhibitor screens, biochemical, luminescence, ATPLite | Luciferin 4-monooxygenase (Photinus pyralis), P08659 | 10 min | inhibition, % at 10 µM | actives 1.5% (n = 200,000);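 active = inhibition above about 50% when tested at 10 µM, limit read from the data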
Lmaj promast: Leishmania major promastigote growth inhibition, primary screen; Leishmania major promastigotes, resazurin fluorescence viability; inhibition, % at 10 µM; actives 9% (n = 200,000); in the data active = inhibition above about 50%;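 also: promastigotes grown with compound for 44 hours at 28 °C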
TNAP act hiacc: TNAP activators at high phosphate acceptor level, primary screen, biochemical, luminescence, uHTS. Alkaline phosphatase, tissue-nonspecific isozyme (Homo sapiens), P05186. purified TNAP, CDP-star luminescence, 1 M DEA, 30 min; stronger effect = higher value; 0 = EDTA background, 1 = DMSO-only activity. activation factor at 20 µM. 200,000 tested, under 10 active. AID 1136, 2008;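 active = activation factor at least 2 at 20 µM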
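system = human TNAP | amount = enzyme diluted 1/800 final | reagent = 100 µM CDP-star substrate | signal = luminescent substrate turnover signal | dosing = one dose, 20 µM | benchmarks = EDTA negative control, DMSO positive control | measure = activation factor | timing = 30 min reaction, room temperature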
RAM inhibit: inhibitors of the yeast RAM network, primary screen, dse1pr::URA3 reporter, 5-FOA selection | actives 1.8% (n = 190,000) | S. cerevisiae dse1pr::URA3 reporter, 5-FOA growth OD615, 2 d; analog-sensitive cbk1-as2 kinase mutant strain | inhibition, % at 50 µM | AID 868, 2007;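 active = inhibition above a set limit, 3 SD over mean compound inhibition, cut at about 8.4% in these data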;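 also: 0% = DMSO-only wells with no growth and 100% = 10 µM 1-NA-PP1 full growth; inhibition rescues growth on 5-FOA so higher OD means more RAM inhibition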
bIAP inh: bovine intestinal alkaline phosphatase inhibitors, primary screen, selectivity assay for TNAP inhibitor project, biochemical, bovine IAP, CDP-star luminescence. purified bovine IAP, 30 min. inhibition, % at 20 µM. 190,000 tested, under 10 active. AID 1019, 2008;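 active = over 50% inhibition of intestinal alkaline phosphatase at 20 µM in the single-dose screen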
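Assay system – bovine IAP enzyme · Quantity – bovine IAP at 1/65,000,000 final dilution · Detection – CDP-star luminescence signal · Times – 30 min reaction at room temperature · Also added – CDP-star substrate at 30 µM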
APP transl inh: inhibitors of APP translation via 5'UTR reporter, primary screen, APP 5'UTR luciferase, SH-SY5Y cells | SH-SY5Y APP 5'UTR-luciferase reporter, luminescence | inhibition, % at 2 µM | actives 0.82% (n = 190,000);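 active = inhibition above a set limit, derived from the sample mean plus 3 SD, cut at about 45% in these data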; also: values of inactives mirror those of a sister screen read the other way
bIAP activator: bovine intestinal alkaline phosphatase activators, primary screen, biochemical, bovine IAP, CDP-star luminescence; activation factor at 20 µM; actives 0.17% (n = 200,000); purified bovine IAP, 30 min; stronger effect = higher value; fold of DMSO-control signal, blank-subtracted;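 active = activation factor of 2 or more at 20 µM, a signal rise over negative controls twice the positive control's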
TNAP inh no acc: human TNAP enzyme inhibitors, primary screen, biochemical, luminescent, no phosphate acceptor, uHTS | Alkaline phosphatase, tissue-nonspecific isozyme (Homo sapiens), P05186 | purified TNAP, CDP-star luminescence, 30 min | inhibition, % at 20 µM | actives 0.26% (n = 200,000);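 active = tissue-nonspecific alkaline phosphatase inhibition above about 50% at 20 µM in the single-dose screen, limit read from the data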;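 also: 0% = DMSO negative control and 100% = EDTA positive control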
* = called active by the depositor; . = no result given.

cpd	SMILES	TNAP inh hi DEA	FLuc stim CS	FLuc inh counter	Lmaj promast	TNAP act hiacc	RAM inhibit	bIAP inh	APP transl inh	bIAP activator	TNAP inh no acc
1	COc1ccc(/C=N/NC(=O)C(O)(c2ccccc2)c2ccccc2)cc1OC	0	1	-4	-3	1	0.4	12	9	0.9	-2
2	CC(=O)NC1=NN(C(C)=O)C(C)(c2ccccc2)S1 (stereo not given)	3	1	-4	-5	1	-0.1	4	49*	1	-8
3	O=C(NNC1=NCCC1)c1cccc(S(=O)(=O)N2CCCC2)c1	1	1.1	-7	34	1	1.1	7	-25	0.9	-1
4	Clc1ccc(-c2nnc3sc(-c4ccco4)nn23)c(Cl)c1	4	1.1	-6	.	1	.	14	.	0.9	-6
5	O=C(Nc1ccccc1)c1ccc[n+](Cc2ccc([N+](=O)[O-])cc2)c1	-2	0.9	5	-5	1	1.3	3	5	1	-1
6	Cc1cc(=O)n2nc(N3CCCC(C(=O)NCCCN4CCc5ccccc5C4)C3)sc2n1 (stereo not given)	-2	1.1	-6	-2	1	-1.2	-4	7	1	-8
7	CC(C)CNC(=S)N1CCC(C(=O)c2ccc3c(c2)OCCO3)CC1	-2	1.1	-6	1	1	0.0	8	16	0.9	-3
8	COc1ccc(S(=O)(=O)NC2CCCCC2)cc1-n1cnnn1	-2	1	-4	-3	1	1.2	-2	-4	1	-7
9	Cc1c(Cc2ccccc2)sc(NC(=O)c2ccco2)c1C(N)=O	-3	1	-1	-3	1	0.7	14	19	0.9	-10
10	Cc1ccccc1NC(=O)c1ccc(Cl)c(NC(=O)c2ccncc2)c1	-3	1	-4	-13	1	0.5	9	-13	0.9	-8
11	O=c1nc2n(c3c4c(sc13)CCC4)CCC2	-4	1	-4	-1	1	2.7	2	1	1	-7
12	COc1cccc(NC(=O)Nc2nnc(N3CCCCC3C)s2)c1 (stereo not given)	-2	0.9	6	4	1	2.3	15	-27	0.8	-3
13	C=CCn1c(SCC(=O)N2CCN(c3ccc(F)cc3)CC2)nnc1-c1cccs1	-4	1	-4	15	1	5.0	4	0	1	-5
14	CCN1CCC(=NNC(=O)CC23CC4CC(CC(C4)C2)C3)CC1	-8	1.1	-6	-1	1.1	0.3	2	1	1	-5
15	O=C1c2ccccc2CN1CCNS(=O)(=O)c1ccc2ccccc2c1	-3	1.1	-7	1	1	3.3	10	-12	0.9	-10
16	CC(=O)N1Cc2ccccc2C(C)CC12CCCCC2 (stereo not given)	0	1	-4	22	1	-0.9	32	6	0.7	-24
17	CC1CCN(S(=O)(=O)c2cnc(Cl)c(Br)c2)CC1	-3	1	-4	1	1	2.3	12	11	0.9	-8
18	Cc1ccc2cc(C#N)c(NCc3ccccc3)nc2c1	-4	1.1	-7	-1	1	6.0	4	10	1	-6
19	COc1ccccc1Oc1nc(-c2ccccc2)cc(C)c1S(C)(=O)=O	1	1	0	10	1	1.5	9	-7	0.9	-1
20	CC(C)=C1SC(N2CCN(c3ccc(C)cc3)CC2)=NC1=O	-6	1.1	-8	-5	1.1	2.3	-5	7	1	-8
21	COc1ccc(-n2c(SCC(=O)Nc3ccc4c(c3)OCO4)nnc2C(C)N2CCCCC2)cc1 (stereo not given)	0	1	0	12	1	-0.1	-7	8	1.1	-5
22	COc1ccc(OC)c(S(=O)(=O)Nc2ccc(F)cc2)c1	-1	1.1	-6	4	1	1.3	11	19	0.9	-6
23	O=C(Nc1ccc(Cl)cc1)Nc1ccc(S(=O)(=O)Nc2ncccn2)cc1	0	1	-2	0	1	4.9	1	3	1	-9
24	COc1cccc(C2CC(c3ccc(C(C)C)cc3)n3nc(N)nc3N2)c1 (stereo not given)	-7	1.1	-7	-2	1.1	2.6	13	0	0.9	-12
25	CCOC(=O)c1c(C)oc2c1c(C(c1ccccc1)N1CCOCC1)c(O)c1ccccc12 (stereo not given)	-2	1	0	36	1	2.7	-10	-80	1.1	0

Random excerpt: 3 compounds from above.
cpd	SMILES	TNAP inh hi DEA	FLuc stim CS	FLuc inh counter	Lmaj promast	TNAP act hiacc	RAM inhibit	bIAP inh	APP transl inh	bIAP activator	TNAP inh no acc
22	COc1ccc(OC)c(S(=O)(=O)Nc2ccc(F)cc2)c1	-1	1.1	-6	4	1	1.3	11	19	0.9	-6
15	O=C1c2ccccc2CN1CCNS(=O)(=O)c1ccc2ccccc2c1	-3	1.1	-7	1	1	3.3	10	-12	0.9	-10
10	Cc1ccccc1NC(=O)c1ccc(Cl)c(NC(=O)c2ccncc2)c1	-3	1	-4	-13	1	0.5	9	-13	0.9	-8

More records
cpd	SMILES	TNAP inh hi DEA	FLuc stim CS	FLuc inh counter	Lmaj promast	TNAP act hiacc	RAM inhibit	bIAP inh	APP transl inh	bIAP activator	TNAP inh no acc
26	Cc1ccccc1S(=O)(=O)Nc1nc2ccccc2nc1N1CCc2ccccc2C1	1	1	4	-1	1	5.9	7	-18	0.9	-3
27	CN1/C(=C\C(=O)CSc2ncn[nH]2)C(C)(C)c2ccccc21	2	1	-3	-4	1	0.9	0	-7	1	-10
28	CCN1CC(CNCc2cn(-c3ccc(OC)cc3)nc2-c2ccccc2Cl)CC1=O (stereo not given)	-5	1	-4	1	1	1.0	6	-9	0.9	-5
29	CNC(=O)c1cn(-c2ccc(Cl)cc2)c(=O)c2ccccc12	-1	1.1	-7	-8	1	0.4	-7	-1	1.1	-9
30	COc1ccc(Cl)cc1S(=O)(=O)Oc1ccc(NC(C)=O)cc1	4	1	-3	-1	1	1.0	16	-4	0.8	-4
31	COc1ccc(/C=C/C(=O)N2c3ccccc3Sc3ccc(C(F)(F)F)cc32)cc1	-1	1	-4	18	1	3.7	32	2	0.7	-5
32	COc1ccc(/C=N/S(=O)(=O)CCc2ccccc2)c(OC)c1	-7	1	-2	-2	1.1	-0.5	15	8	0.8	-11
33	Cc1ccc(-c2ccc(NC(=O)C3C4C=CC(C4)C3C(=O)O)cc2)o1 (stereo not given)	5	1	3	5	0.9	1.9	4	-27	1	6
34	CCOc1ccccc1NC(=O)Cc1ccccc1OC	-3	1.1	-6	-1	1	1.4	22	-6	0.8	-11
35	Cc1ccccc1NC(=O)Cn1cnc2c1c(=O)n(C)c(=O)n2C	-5	1.1	-7	-4	1	3.2	7	-2	0.9	-12
36	COc1ccc(C(CC(=O)c2ccc(C)cc2)C(C#N)C#N)cc1OC (stereo not given)	0	1	-1	90*	1	0.9	18	5	0.8	-1
37	COc1ccc(CCNC(=O)COC(=O)/C=C/c2cc(OC)c(OC)c(OC)c2)cc1OC	-1	1	-3	-1	1	1.0	-12	-10	1.1	-9
38	Cc1cccc(C)c1NC(=O)C(c1ccc(Cl)cc1Cl)N1CCCCC1 (stereo not given)	-3	1.1	-10	26	1	2.0	-2	14	1	-7
39	Cc1ccc(OC(=O)c2cccc(S(=O)(=O)N(C)C)c2)c(-n2nc3ccccc3n2)c1	-1	1	-2	-5	1	4.8	9	-32	0.9	-16
40	Cc1ccc(-c2csc3nc(C)n(N)c(=O)c23)o1	-4	1	1	-4	1	1.6	11	-5	0.9	-11
41	O=C(O)CCC(NC(=O)C(Cc1ccc2c(c1)OCO2)NC(=O)c1ccccc1)C(=O)O (stereo not given)	0	1	0	12	1	0.9	7	4	0.9	-6
42	COc1ccc(N(Cc2cc3ccc(C)cc3[nH]c2=O)C(=O)c2ccco2)cc1	-6	1.1	-6	5	1.1	3.2	-3	-16	1	-13
43	CCC1NC(=S)N(C2CCCCC2)C1=O (stereo not given)	-2	1.1	-5	-2	1	2.4	5	2	1	-2
44	O=C(COc1ccc2ccccc2c1Br)N1CCOCC1	1	1	-2	15	1	0.5	-56	14	1.6	-7
45	Cc1ccc(C(=O)Nc2ccon2)cc1S(=O)(=O)N1CCOCC1	-8	1	-2	2	1.1	0.1	5	27	0.9	-3
46	N#C/C(=C\c1ccco1)C(=O)NCC1CCCO1 (stereo not given)	11	1	-2	27	0.9	-0.1	1	4	1	-8
47	O=C1CCCC(=O)C1=C1SCCS1	-6	1.1	-8	-1	1.1	1.4	12	5	0.9	-12
48	Cc1cc(NC(=O)CSCc2ccc([N+](=O)[O-])cc2)no1	-3	1	-3	-4	1	1.9	-5	5	1	-7
49	COc1ccc(-n2nc(C(=O)NCC(=O)Nc3ccccn3)c3ccccc3c2=O)cc1Cl	-2	1.1	-11	-5	1	2.3	2	0	1	3
50	O=C(CSc1ncnc2nc[nH]c12)Nc1ccccc1C(F)(F)F	-7	1.1	-10	-3	1.1	1.0	5	-9	1	0
51	O=C(CCN1C(=O)c2ccccc2C1=O)Nc1cccc(S(=O)(=O)NC2=NCCC2)c1	-3	1.1	-7	-7	1	1.1	-4	-33	1	-5
52	CCC1=Nc2ccc(Br)cc2C(c2ccccc2)N1CC(=O)OC (stereo not given)	-6	1	-4	24	1.1	0.3	2	-16	1	-13
53	Cc1nn(Cc2ccccc2Cl)c(C)c1C(=O)N1CCN(c2ccccc2)CC1	-2	1	-4	-7	1	-0.3	3	5	1	-4

Screening results from PubChem.
